Nrf2 inh: inhibitors of Nrf2 signaling; A549 ARE-Fluc reporter, luciferase luminescence, 18-24 h; Potency, µM (top dose mostly 46 µM), inactives show top-dose activity change, negative = inhibition, usual class: inhibitors; 2.1% of 360,000 active; AID 504444; note: potency is the fitted concentration of half-maximal effect; % is set by controls: 0 for no effect and ±100 for the full control effect; nearly all actives have a fitted effect of over 60% in size
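A549 ARE_Fluc cells, 5000/well, 5% FBS OPTI-MEM; compounds in dose-response, 18-24 h at 37 °C/5% CO2; CellTiter-Fluor viability read (Ex 405/Em 525), then BugLite luciferase luminescence = Nrf2 activity.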
Mm-Cpn inhibitor: blocks the Methanococcus maripaludis chaperonin Mm-Cpn; purified Mm-Cpn ATPase, ADP Transcreener TR-FRET; Potency, µM (highest dose often 76.9 µM), for inactives: at the top dose activity, negative = inhibition, most hits filed as inhibitors; 0.031% of 330,000 active; AID 504842; note: potency is the fitted concentration of half-maximal effect; % is set by controls: 0 for no effect and ±100 for the full control effect; nearly all actives have a fitted effect of over 80% in size
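TR-FRET (320 nm excitation; 590 and 665 nm emission) reports ADP made from 10 uM ATP by 25 nM enzyme; compounds were preincubated 10 min, reaction run 30 min, both at 37°C.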
Nrf2 activator: activators of Nrf2 (ARE) signaling; Potency, µM (titrated, usually from 46.1 µM), inactives show at the highest dose activation, usual class: activators; 0.31% of 410,000 active; AID 624171; AREc32 ARE-luciferase reporter (MCF7-derived line), luminescence, 24 h; note: potency is the fitted concentration of half-maximal effect; % of control where 0% means no effect; nearly all actives have a fitted effect of over 65% in size
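ARE activation measured as luciferase luminescence (Steady-Glo, 30 min RT) in AREc32_Fluc cells after 24 hr compound exposure at 37 deg C, 5% CO2; cells seeded overnight at 1000/well in OPTI-MEM, 5% FBS.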
A549 viability: counter-screen for Nrf2 inhibitors: cytotoxicity in A549 cells; 0.16% of 390,000 active; Potency, µM (top dose mostly 46 µM), for the others: at the top dose activity change, negative = cytotoxicity, actives largely listed as inhibitors; A549 ARE-Fluc cells, CellTiter-Fluor viability, 18-24 h; note: potency is the fitted concentration of half-maximal effect; % is set by controls: 0 for no effect and ±100 for the full control effect
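A549 ARE_Fluc cells in 5% FBS OPTI-MEM were exposed to compounds in concentration-response for 18-24 h at 37 deg C. Viability was read by CellTiter-Fluor fluorescence (Ex 405/Em 525) after 30 min, before the luciferase read.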
CCT chaperon mod: changes cytosolic chaperonin activity | purified chaperonin ATPase assay, HTRF ADP detection, 30 min | activity change, % (concentration not given with the values), hits read low | 0.3% of 360,000 active; in the data active = activity change below about -30%; note: % is set by controls: 0 for no effect and ±100 for the full control effect
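Enzyme 40 or 20 nM (batch-dependent) in Tris pH 7.4/KCl/MgCl2/DTT; cpd 76 uM single point; ATP 10 uM; 30 min 37 °C; Transcreener ADP HTRF detection, 30 min RT; ratio 665/615.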
ATXN viability: viability counter-screen for ATXN expression inhibitors; 0.49% of 400,000 active; S2 cells (HEK-293 line with an ATXN2-luciferase reporter) viability, CellTiter-Fluor protease fluorescence, 24 h; AID 651635; Potency, µM (top dose mostly 56.7 µM), usual class: cytotoxic; note: potency is the fitted concentration of half-maximal effect; nearly all actives have a fitted effect of over 40% in size
Akt phos inh: inhibitors of Akt phosphorylation; Neuro2A IGF-stimulated pAkt S473 HTRF, 20 min; stronger effect = lower value; activity change, % for hits at 50 µM; 0.32% of 360,000 active; AID 651550; in the data active = activity change below about -80%; inconclusive = mostly about -51% to -80%; note: % is set by controls: 0 for no effect and ±100 for the full control effect
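Neuro2A cells (4,500/well, DMEM with 0.5% FBS) were treated with compound at a single 50 µM final concentration, stimulated with 6 nM IGF for 20 min at 37 °C, and lysed. Phospho-Akt Ser473 was read by HTRF as 665/615 ratio ×10^4.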
HepG2 viability: counter-screen for TGF-b inhibitors: cytotoxicity in HepG2 cells; 0.76% of 410,000 active; Potency, µM (top dose mostly 46.1 µM), inactives show at the top dose activity change, negative = cytotoxicity, most hits filed as cytotoxic; HepG2 CAGA-GFP viability, ATP luminescence, 18 h; AID 588856; note: potency is the fitted concentration of half-maximal effect; some results filed as inactive show a strong effect at the top dose
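CellTiter-Glo luminescence gave cytotoxicity after 18 hours at 37 degrees C. The cells were HepG2 CAGA-GFP in 1% FBS DMEM, stimulated with 500 pg/mL TGF-beta after compound addition. %Activity was normalised to no-cell wells (complete cell-killing) and DMSO (no toxicity), and curves were fitted and classified.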
TGFb inhibitor: blocks TGF-b signaling. HepG2 CAGA-GFP TGF-b/SMAD3 reporter, GFP fluorescence, 18 h; TGF-beta stimulated, 500 pg/mL final. Potency, µM (highest dose often 46.1 µM), for inactives: at the highest dose activity, negative = inhibition, hits mostly inhibitors. 1.2% of 410,000 active. AID 588855; note: potency is the fitted concentration of half-maximal effect; % is set by controls: 0 for no effect and ±100 for the full control effect; nearly all actives have a fitted effect of over 65% in size
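Cell-based qHTS in HEPG2 carrying a CAGA-GFP Smad reporter; compounds added before 500 pg/mL final TGF-beta, 18 h incubation at 37 degrees C, GFP fluorescence quantified per cell by imaging cytometry.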
An asterisk follows results filed as active; i = inactive; ? = inconclusive; . = not tested or not shown; [ ] = dose if it differs, or a comment. Unless noted, calls come from the whole dose curve; as a rule, active = well fitted curve in the direction sought with a large enough effect; inconclusive = small, poorly fitted or top-dose-only effect, or another doubt; inactive = no such curve, though single readings can be large; an effect the other way counts as inactive or inconclusive.

SMILES	Nrf2 inh	Mm-Cpn inhibitor	Nrf2 activator	A549 viability	CCT chaperon mod	ATXN viability	Akt phos inh	HepG2 viability	TGFb inhibitor
Cc1ccc(S(=O)(=O)NN2C(=O)c3ccccc3NC2c2cccc(O)c2)cc1 (stereo unspecified)	19%	1%	-0.4%	2%	0.9	i	i	-7%	17%
COc1ccc(C(NC(=O)CN2CCCCCC2)c2ccc(OC)cc2)cc1	-14%	1%	0.1%	-8%	-0.1	i	i	-15%	1%
CCCc1cc(=O)n2[nH]cnc2n1	2%	-1%	-0.5%	-9%	-0.9	i	i	6%	13%
O=C(O)CC/C(=N\Nc1ccc(S(=O)(=O)N2CCOCC2)cc1[N+](=O)[O-])c1cccs1	-17%	-1%	-0.7%	-16%	-4.1	?	i	-15%	-14%
Cc1ccc(S(=O)(=O)Nc2c(C)n(C)n(-c3ccccc3)c2=O)cc1C(=O)OC(C)C(=O)c1ccccc1 (stereo unspecified)	?	.	-0.9%	-4%	0.5	i	i	-7%	15%
CCCc1nn(C)c(C(=O)Nc2cccc(CC)c2)c1Cl	26%	1%	5.7%	14%	-3.2	.	i	-14%	?
COc1ccc(N2CCN(S(=O)(=O)c3ccc(-c4cc(C(F)(F)F)on4)s3)CC2)cc1	?	.	-0.7%	-2%	.	.	.	-17%	?
O=C(OCCNc1ccc(C(F)(F)F)cc1[N+](=O)[O-])c1cc2ccccc2oc1=O	-3%	0%	2.6%	-6%	-0.2	i	i	4%	5%
CC(=O)OC(c1nc2ccccc2c(=O)n1C1CC2(OC1=O)c1ccccc1N1C(=O)C(C)(C)N(O)C12)C(C)C (stereo unspecified)	-9%	-1%	0.3%	-9%	1.0	?	i	-5%	10%
COc1ccc(OC)c(-c2nn(-c3ccccc3)cc2C(=O)NCC2CCCO2)c1 (stereo unspecified)	-13%	.	0.3%	-1%	-3.4	i	i	6%	3%
Cc1ccc(S(=O)(=O)Nc2ccc(C(=O)NCc3ccccn3)cc2)cc1	-19%	1%	-0.6%	0%	0.6	i	i	2%	-6%
CCCN1CCN(CCNC(=O)Nc2ccc(OC)c(OC)c2)CC1	-6%	.	0.5%	-6%	.	i	.	-1%	-10%
CC(=O)C(CC(=O)N1CCCC1)C(=O)Nc1ccc(Cl)cc1 (stereo unspecified)	8%	-3%	0.6%	-2%	-0.3	?	i	-3%	13%
OC[C@@H](O)[C@@H](O[C@H]1O[C@H](CO)[C@@H](O)[C@H](O)[C@H]1O)[C@H](O)[C@@H](O)CO	-27%	2%[15.4 µM]	-0.5%	?	-1.0	i	i	0%	8%
CS/C(=N\S(=O)(=O)c1cccs1)Nc1ccc(F)c(Cl)c1	6%	1%	2.7%	20%	-0.5	i	i	-4%	8.9µM*
Cc1ccccc1C(=O)Nc1sc2c(c1C(=O)O)CCC2	?	1%	-0.3%	-21%	0.1	i	i	-8%	2%
Cc1sc2ncnc(Nc3ccc(N4CCOCC4)cc3)c2c1-c1ccccc1	-8%	-8%	-1.4%	-6%	-0.2	?	i	-26%	?
COc1ccc(N2C(=S)N=C(Nc3ccccc3)C23CCCCC3)cc1	?	0%	0.0%	-18%	-1.1	i	i	9%	0%
O=C(OCC(=O)N1CCOCC1)c1ccc(F)cc1Cl	9%	1%	0.6%	0%	-0.1	i	i	-25%	3%
O=C(NCSc1ccnc(SCNC(=O)c2ccccc2)n1)c1ccccc1	-26%	1%	-0.4%	-4%	-0.4	?	i	3%	-1%

Of the compounds above, these have a CF3 group.
SMILES	Nrf2 inh	Mm-Cpn inhibitor	Nrf2 activator	A549 viability	CCT chaperon mod	ATXN viability	Akt phos inh	HepG2 viability	TGFb inhibitor
COc1ccc(N2CCN(S(=O)(=O)c3ccc(-c4cc(C(F)(F)F)on4)s3)CC2)cc1	?	.	-0.7%	-2%	.	.	.	-17%	?
O=C(OCCNc1ccc(C(F)(F)F)cc1[N+](=O)[O-])c1cc2ccccc2oc1=O	-3%	0%	2.6%	-6%	-0.2	i	i	4%	5%

(listing goes on)
SMILES	Nrf2 inh	Mm-Cpn inhibitor	Nrf2 activator	A549 viability	CCT chaperon mod	ATXN viability	Akt phos inh	HepG2 viability	TGFb inhibitor
Cc1ccccc1OCC(=O)NCCc1nc2ccccc2[nH]1	-9%	1%	0.4%	3%	-16	i	i	1%	-18%
C/C(=N/Nc1ccc(C(=O)O)cc1)c1ccc(O)c(O)c1O	6%	-5%	0.6%	-4%	-1.3	i	i	-38%	-11%
NNC(=O)c1c(O)c2cccc3c2n(c1=O)CCC3	-29%	0%	1.2%	-1%	1.1	i	i	-38%	?
CCOc1ccc(Oc2nc(Nc3ccc(C)cc3)nc(N(C)C)n2)nn1	21µM*	0%	0.2%	-12%	-1.3	?	i	1%	-18%
Cn1cc([N+](=O)[O-])c(C(=O)N/N=C/c2ccc3c(c2)OCO3)n1	?	2%	2.5%	1%	-2.5	i	i	-16%	-7%
CC(/C=N/O)Cc1ccc2c(c1)OCO2 (stereo unspecified)	?	0%	-0.1%	?	1.3	i	i	0%	-17%
CN(C)C(=O)c1ccc(NC(=O)c2cccc(S(=O)(=O)N3CCN(Cc4ccccc4)CC3)c2)cc1	18µM*	.	0.1%	-4%	-0.6	i	i	0%	-14%
CC(Sc1nnc(N)s1)c1ccccc1Cl (stereo unspecified)	-17%	2%	-0.5%	-4%	15	i	i	-8%	-26%
COc1ccc(NC(=O)CN(C)C(=O)Cn2cnc3c2c(=O)n(C)c(=O)n3C)cc1	22%	-11%	-0.3%	1%	-0.2	i	i	-3%	-1%
Cc1nnc(SC(C)C(=O)Nc2ccc3ccccc3c2)[nH]c1=O (stereo unspecified)	-1%	-2%	3.5%	7%	-0.6	i	i	8%	11%
COc1ccc(OC)c(NS(=O)(=O)c2ccc(Br)s2)c1	-1%	2%	0.6%	1%	.	i	.	1%	-14%
CCCN(CCC)S(=O)(=O)c1cc2c(cc1Br)CCN2C(=O)CC	?	.	6.2%	0%	-2.4	i	i	0%	-5%
O=C(Nc1cccc(C(=O)N2CCCC2)c1)C1CC1	2%	.	0.1%	5%	-1.5	i	i	-4%	6%
COc1cc2c(cc1OC)C(=O)CC(C)S2 (stereo unspecified)	-8%	-3%	-0.8%	-2%	1.7	i	i	0%	5%
C=CCOCCN(C)C1=NS(=O)(=O)c2cc([N+](=O)[O-])ccc21	-19%	0%	-1.2%	-8%	-1.1	i	i	14µM*	?
Cc1ccc(SCc2cc(-c3ccc(Cl)cc3)on2)cc1	.	-3%	-1.2%	16%	-1.7	i	i	-9%	-2%
COc1ccccc1CN1CC(C(=O)NCCC2=CCCCC2)CCC1=O (stereo unspecified)	3%	-1%	-0.5%	-11%	-4.6	i	i	0%	-1%
O=C(CSc1n[nH]c(=O)[nH]c1=O)NC1CCCCC1	1%	3%	-0.3%	-2%	-3.8	i	i	-8%	-8%
Cc1ccc(NC(=O)CNC(=O)c2sc3ccccc3c2Cl)nc1	1%	-1%	6.0%	2%	1.8	?	i	3%	16%
Cc1ccc(NC(=O)CS(=O)(=O)c2c[nH]c3ccccc23)c(C)c1	?	-2%	-0.7%	0%	2.1	i	i	-26%	0%
CC(=O)n1cc([C@@H]2C=C(C(=O)Nc3ccccc3)O[C@H](OCc3ccc(CO)cc3)C2)c2ccccc21	-28%	.	7.3%	-6%	-1.6	?	i	-20%	?
O=C(OCC(=O)c1c[nH]c2ccccc12)c1ccc(OC(F)F)cc1	.	.	3.6%	.	2.0	i	i	4%	2%
COc1ccccc1N(Cc1cc(=O)[nH]c2ccccc12)C(=O)C(C)C	5%	-5%	-0.3%	17%	1.7	i	i	-19%	0%
Cc1nc(C)n(C(C)CNS(=O)(=O)c2ccc(C)c(C)c2)n1 (stereo unspecified)	7%	1%	-0.7%	-10%	0.2	i	i	1%	8%

Some of these compounds in order of molar mass, falling:
SMILES	Nrf2 inh	Mm-Cpn inhibitor	Nrf2 activator	A549 viability	CCT chaperon mod	ATXN viability	Akt phos inh	HepG2 viability	TGFb inhibitor
CC(=O)n1cc([C@@H]2C=C(C(=O)Nc3ccccc3)O[C@H](OCc3ccc(CO)cc3)C2)c2ccccc21	-28%	.	7.3%	-6%	-1.6	?	i	-20%	?
COc1ccccc1CN1CC(C(=O)NCCC2=CCCCC2)CCC1=O (stereo unspecified)	3%	-1%	-0.5%	-11%	-4.6	i	i	0%	-1%
Cc1ccc(NC(=O)CNC(=O)c2sc3ccccc3c2Cl)nc1	1%	-1%	6.0%	2%	1.8	?	i	3%	16%
O=C(OCC(=O)c1c[nH]c2ccccc12)c1ccc(OC(F)F)cc1	.	.	3.6%	.	2.0	i	i	4%	2%
Cc1ccc(NC(=O)CS(=O)(=O)c2c[nH]c3ccccc23)c(C)c1	?	-2%	-0.7%	0%	2.1	i	i	-26%	0%
